# HEK cytotox: Cytotoxic Profiling in HEK 293 Cell Line of Diverse Libraries Using Quantitative High-Throughput Screening; HEK 293 viability, ATP luminescence (CellTiter-Glo), 48-72 h; Potency, µM (top dose mostly 115 µM), inactives show at the top dose activity change, negative = cytotoxicity, hits mostly inhibitors; AID 1345083, 2018; hit rate 6.6% among 94,000; note: potency is the fitted concentration of half-maximal effect; nearly all actives have a fitted effect of over 60% in size
#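 Cytotoxicity was scored by loss of ATP-coupled luminescence (CellTiter-Glo) in HEK 293 cells. Compound treatment ran 48 or 72 hr at 37 degree Celsius, 5% CO2, 95% humidity.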
# HEK293 viab: GF-AFC viability counterscreen for inhibitors of alpha-synuclein gene (SNCA) expression; HEK-293-SNCA-luc viability, GF-AFC fluorescence, 24 h; Potency, µM (titrated, usually from 57.1 µM), without a hit: top-dose activity change, negative = cytotoxicity, actives largely listed as cytotoxic; hit rate 0.12% among 150,000;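 note: potency is the fitted concentration of half-maximal effect; 0% = DMSO-treated cells and -100% = medium-only wells without cells; nearly all actives have a fitted effect of over 30% in size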
#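 HEK-293-SNCA-luc cells (1500/well) plated 24 h, then exposed 24 h to a dilution series; GF-AFC added 30 min at 37C, fluorescence 405/540 nm; normalised to medium-only and DMSO wells, Hill fit.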
# Luciferase inh: Firefly luciferase inhibition profiling of diverse chemical library using quantitative high-throughput screening; Luciferin 4-monooxygenase (Photinus pyralis), P08659; purified P. pyralis luciferase, luminescence, biochemical; Potency, µM (titrated, usually from 115 µM), for the others: at the highest dose activity change, negative = inhibition, most hits filed as inhibitors; hit rate 2.5% among 76,000; AID 1347043, 2019; note: potency is the fitted concentration of half-maximal effect; nearly all actives have a fitted effect of over 65% in size
# Target sequence (P08659 whole entry, looked up): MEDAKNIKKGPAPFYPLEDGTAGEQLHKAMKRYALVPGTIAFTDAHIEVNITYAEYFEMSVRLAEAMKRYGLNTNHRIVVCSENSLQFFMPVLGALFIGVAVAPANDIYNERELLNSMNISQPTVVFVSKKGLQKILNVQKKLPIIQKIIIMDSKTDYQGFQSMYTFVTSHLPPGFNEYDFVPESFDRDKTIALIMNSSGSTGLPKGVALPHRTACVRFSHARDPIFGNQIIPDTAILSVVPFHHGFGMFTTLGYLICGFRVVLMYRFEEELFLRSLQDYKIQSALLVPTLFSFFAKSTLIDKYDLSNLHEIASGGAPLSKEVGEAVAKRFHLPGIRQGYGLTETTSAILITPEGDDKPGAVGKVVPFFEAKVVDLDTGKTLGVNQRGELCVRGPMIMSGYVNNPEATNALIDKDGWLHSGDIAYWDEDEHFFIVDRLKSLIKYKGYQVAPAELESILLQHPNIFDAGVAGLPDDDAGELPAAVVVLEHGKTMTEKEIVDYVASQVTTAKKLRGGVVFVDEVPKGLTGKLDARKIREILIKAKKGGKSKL
#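 Biochemical qHTS: compound (6-point titration) added to 10uM D-luciferin plus 10uM ATP in Tris acetate pH 7.5 buffer with Mg, Tween-20 and BSA, then purified enzyme at 10nM; light output imaged.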
# 3T3 cytotox: Cytotoxic Profiling in NIH 3T3 Cell Line of Diverse Libraries Using Quantitative High-Throughput Screening. hit rate 4.3% among 94,000. NIH 3T3 viability, CellTiter-Glo ATP luminescence, 48-72 h. Potency, µM (top dose mostly 96.7 µM), without a hit: at the top dose activity change, negative = cytotoxicity, usual class: inhibitors; note: potency is the fitted concentration of half-maximal effect; nearly all actives have a fitted effect of over 55% in size
#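 NIH 3T3 cells at 400 cells/well received 23 nL of compound by pintool and were incubated 48 or 72 h at 37 °C. Viability was read as ATP-coupled CellTiter-Glo luminescence.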
# GPT2 inhibitor: Primary qHTS assay for inhibitors of Glutamate pyruvate transaminase 2 (GPT2); Alanine aminotransferase 2 (Homo sapiens), Q8TD30; Recombinant GPT2, coupled pyruvate oxidase/HRP Amplex Red fluorescence; Potency, µM (series often up to 57.7 µM), for inactives: at the top dose activity change, negative = inhibition, most hits filed as inhibitors; hit rate 0.25% among 100,000; AID 1671188, 2021; note: potency is the fitted concentration of half-maximal effect; nearly all actives have a fitted effect of over 60% in size; many of its hits are not listed in these tables
#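 Fluorescence read-out: pyruvate from GPT2 turnover coupled to pyruvate oxidase, HRP and Amplex Red (0.2mM ThPP, 0.2U/mL PO and HRP, 50uM Amplex final). Substrates 250uM a-KG, 2mM L-alanine; enzyme 10ng/uL; 30 min RT.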
# SNCA expr inh: Primary qHTS assay for inhibitors of alpha-synuclein gene (SNCA) expression | HEK-293 SNCA-luciferase knock-in, luminescence, 24 h | Potency, µM (titrated, usually from 57.2 µM), for the others: at the highest dose activity change, negative = inhibition, usual class: inhibitors | hit rate 0.17% among 140,000 | AID 1671194, 2021;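 note: potency is the fitted concentration of half-maximal effect; plate controls were DMSO cells for no effect and cell-free wells for full effect; nearly all actives have a fitted effect of over 45% in size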
# IP6K1 inh: Primary qHTS assay for small molecule inhibitors of Inositol hexaphosphate kinase 1 (IP6K1); Inositol hexakisphosphate kinase 1 (Homo sapiens), Q92551; IP6K1 kinase, ADP-Glo luminescence, 2 h; hits give low values; activity change, % (series mostly up to about 58 µM); hit rate 0.81% among 140,000; AID 1645851, 2021; in the data active = activity change below about -25%
# Target sequence (Q92551 whole entry, looked up): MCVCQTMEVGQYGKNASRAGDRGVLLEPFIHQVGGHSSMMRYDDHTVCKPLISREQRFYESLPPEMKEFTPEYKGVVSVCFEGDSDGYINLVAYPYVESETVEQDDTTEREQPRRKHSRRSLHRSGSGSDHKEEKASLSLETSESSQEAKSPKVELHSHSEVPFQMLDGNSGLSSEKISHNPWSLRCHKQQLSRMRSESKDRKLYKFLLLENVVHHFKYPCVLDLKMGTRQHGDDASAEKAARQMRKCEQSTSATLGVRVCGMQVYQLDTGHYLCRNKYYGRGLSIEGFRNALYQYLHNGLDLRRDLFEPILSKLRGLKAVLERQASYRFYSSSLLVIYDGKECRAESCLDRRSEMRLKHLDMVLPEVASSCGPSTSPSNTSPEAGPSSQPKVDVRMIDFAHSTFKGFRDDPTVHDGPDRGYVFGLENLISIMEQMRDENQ
#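 ADP-Glo luminescence measures ADP made by human IP6K1 during a 2 h RT reaction with ATP/IP6 (mix at 1.3 mM/130 uM); top library doses 57.5 and 19.1 uM final.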
# * hit, by the source's call; i = inactive; ? = inconclusive; / = no result given; [ ] = dose if it differs, or a comment. Unless noted, calls come from the whole dose curve; as a rule, active = well fitted curve in the direction sought with a large enough effect; inconclusive = small, poorly fitted or top-dose-only effect, or another doubt; inactive = no such curve, though single readings can be large; an effect the other way counts as inactive or inconclusive. Unless noted, % is set by controls: 0 for no effect and ±100 for the full control effect.
SMILES,HEK cytotox,HEK293 viab,Luciferase inh,3T3 cytotox,GPT2 inhibitor,SNCA expr inh,IP6K1 inh
Cc1cccc(CSc2cn(CC(=O)N3CCCCCC3)c3ccccc23)c1,/,-19%,/,/,/,94%[activator],-4
COCCn1c(=O)c(C(=O)N2CCC(Cc3ccccc3)CC2)nc2cccnc21,-25%,7%,/,-28%,i,4%,16
CCOc1ccc(NC(=O)CCCc2nc(-c3cccc(OC)c3)no2)cc1,/,-11%,/,/,/,48%[activator],7
CCn1cc(S(=O)(=O)N2CCc3nn(CC4CC4)c(=O)n3CC2)cn1,i,-6%,-14%,-8%,4%,8%,0
CCCC1c2nccn2CCCN1C(=O)c1c(C)noc1C (centres undefined),-10%,-7%,4%,-17%,-6%,27%,1
CCC1CN(C(=O)N2CCC(C(=O)NCCC3=CCCCC3)CC2)c2cc(C)ccc2O1 (centres undefined),/,12%,/,/,/,12%,12
Cc1cnc(CC2CCN(S(=O)(=O)c3cn(C)cn3)C2)n1C(C)C (centres undefined),1%,-10%,3%,-4%,i,14%,4
CCc1nc2c(c(-c3ccc(Cl)cc3)n1)CCN(C(=O)c1ccccn1)CC2,-15%,-2%,-6%,-19%,i,17%,3
COCCn1cnnc1CNc1cc(C)nc2c(C)c(C)nn12,1%,-3%,-2%,-19%,i,13%,5
Cn1nccc1C(=O)N1CCC2(CC1)OC(=O)N(CCOc1ccccc1)C2(C)c1cccnc1 (centres undefined),-5%,8%,-7%,?,-15%,15%,-8
Cc1ccc(C(=O)N2[C@@H]3CC[C@H]2CC(NC(=O)c2ccncc2)C3)s1 (some centres undefined),-8%,?,-19%,-21%,i,27%,17
O=C(c1ccsc1)N1CCC2(CC1)CC(N1CCOCC1)CCO2 (centres undefined),-7%,-4%,/,-19%,i,10%,19
CC(=O)Nc1ccccc1OCc1cc(=O)n2c(C)csc2n1,/,5%,/,/,/,?,-13
O=C(NC1CCCC1)N1CCCC(c2nn(-c3ccccn3)c(=O)[nH]2)C1 (centres undefined),i,1%,/,-4%,i,-15%,6
COc1ccc(F)cc1-c1ccc(CN2CCC(NC(=O)C3CCCC3)C2)cc1 (centres undefined),?,/,/,?,/,/,7
N#Cc1cccc(-c2cn3c(n2)N(C(=O)COc2ccccc2)CCC3)c1,?,4%,-20%,?,i,1%,-3
CN(Cc1ccc(F)cc1)C(=O)Cc1ccccn1,-4%[172 µM],11%[87.6 µM],3%[172 µM],1%[138 µM],i,-17%[87.6 µM],-1
CSc1ccc(CNC(=O)CN2C(=O)C3CCCCN3c3ccc(C(=O)N4CCCC4)cc32)cc1 (centres undefined),/,-14%,/,/,/,8%,-1
O=C(NC1CC(=O)N(c2ccccc2)C1)c1ccc(S(=O)(=O)N2CCCC2)cc1 (centres undefined),/,0%,/,/,/,1%,-3
CS(=O)(=O)N1CCn2c(nnc2-c2cncc(Br)c2)C1,i,-4%,/,i,-16%,3%,8
Cc1ccc(-c2cc(C(=O)N3CCOCC3)c3cnn(C)c3n2)cc1,i,-2%,/,-19%,i,5%,8
CN1C[C@@H](NC(=O)c2ccc(C#N)cc2)C[C@H]1c1nc(Cc2ccccc2)no1,?,-13%[87.6 µM],4%[172 µM],-27%[174 µM],i,-2%[87.6 µM],-11
COc1cccc(OC2CN(C(=O)c3[nH]c4c(C)cc(C)cc4c3C)C2)c1,?,6%,9%,?,-4%[11.5 µM],-6%,-12
O=c1[nH]c(N2CCOCC2)nc2c1CCN(Cc1ccc(F)cc1Cl)CC2,-16%,3%,5%,-6%,i,3%,0
CCC(=O)N(C1CCOCC1)C1CCN(S(=O)(=O)c2ccc(F)cc2)CC1,0%,4%,-4%,-19%,1%,?,-7
CC(C)Sc1ncc(Cl)c(C(=O)Nc2c(C(=O)Nc3ccccc3)oc3ccccc23)n1,/,8%,/,/,/,-12%,12
COc1ccc(-c2nnc3n2CCN(C(=O)C2CC2)C3)cc1,?,9%[87.6 µM],-12%[172 µM],-21%[138 µM],i,12%[87.6 µM],4
O=C1CCN(Cc2cccnc2)CCCC(C(=O)NCCC2=CCCCC2)CCN1 (centres undefined),-8%,-5%,-1%,-4%,i,10%,-1
CCOC(=O)c1sc(N2C(=O)c3oc4ccccc4c(=O)c3C2c2ccc(C(C)(C)C)cc2)nc1C (centres undefined),/,-6%,/,/,/,2%,-16
CCN(Cc1nc(C)no1)C(=O)CC1COCCN1C(=O)c1ccco1 (centres undefined),0%,8%,-4%,-1%,-16%,18%,-17
Cc1noc(C)c1CCC(=O)NC1CCCc2c1[nH]c1ccccc21 (centres undefined),?,-5%,-15%,?,i,-2%,3
COc1cccc(-c2ccc(CN3CCCC3C(=O)NCc3ccccc3)cc2)c1 (centres undefined),40µM*,-16%,/,40µM*,?,-9%,-3
Cc1cc(C(=O)N2CCC(=O)N(Cc3ccc(F)cc3)C(C(C)C)C2)on1 (centres undefined),-2%,2%,5%,0%,-23%,-17%,2
CC1CCCCN1Cc1c(O)ccc2c(=O)c(-c3ccccc3Cl)c(C(F)(F)F)oc12 (centres undefined),/,0%,/,/,/,-2%,22
CNC1[C@H](O)C(O[C@@H]2C(O)C(O[C@H]3O[C@H]([C@@H](C)NC)CC[C@H]3N)[C@@H](N)C[C@H]2N)OC[C@]1(C)O (some centres undefined),/,-5%,/,/,4%,20%,/
COc1ccc(NC(=O)N2CCCC(Cn3c(C4CC4)nc4cccnc43)C2)cc1Cl (centres undefined),71µM*,-17%,-13%,?,-18%,33%[activator],7
CC(C)C(=O)N1CCCC1C(=O)N1CCC(c2nc3ncccc3[nH]2)CC1 (centres undefined),-1%,-1%,/,-4%,-1%,-7%,9
O=c1ncn2nc(Sc3ccc(F)cc3F)ccc2c1-c1c(Cl)cccc1Cl,/,-1%,/,/,-7%,1%,/
COC(=O)C1CCN(c2csc3ccc(Cl)cc3c2=O)CC1,/,11%,/,/,/,36%[activator],-17
CCOc1ccc(NC(=O)Cn2cc(C(=O)c3ccc(CC)cc3)c(=O)c3cc(OC)c(OC)cc32)cc1,/,-19%,/,/,/,-38%,19

# Of the compounds above, 5 have an NH in an aromatic ring:
SMILES,HEK cytotox,HEK293 viab,Luciferase inh,3T3 cytotox,GPT2 inhibitor,SNCA expr inh,IP6K1 inh
O=C(NC1CCCC1)N1CCCC(c2nn(-c3ccccn3)c(=O)[nH]2)C1 (centres undefined),i,1%,/,-4%,i,-15%,6
COc1cccc(OC2CN(C(=O)c3[nH]c4c(C)cc(C)cc4c3C)C2)c1,?,6%,9%,?,-4%[11.5 µM],-6%,-12
O=c1[nH]c(N2CCOCC2)nc2c1CCN(Cc1ccc(F)cc1Cl)CC2,-16%,3%,5%,-6%,i,3%,0
Cc1noc(C)c1CCC(=O)NC1CCCc2c1[nH]c1ccccc21 (centres undefined),?,-5%,-15%,?,i,-2%,3
CC(C)C(=O)N1CCCC1C(=O)N1CCC(c2nc3ncccc3[nH]2)CC1 (centres undefined),-1%,-1%,/,-4%,-1%,-7%,9

# Going on with the list:
SMILES,HEK cytotox,HEK293 viab,Luciferase inh,3T3 cytotox,GPT2 inhibitor,SNCA expr inh,IP6K1 inh
O=C(NCCCc1ccccc1)C1CN(C2CCCCC2)C(=O)N1 (centres undefined),?,-7%[12.5 µM],/,?,i,-9%[87.6 µM],2
O=C(c1ccc2[nH]ccc2c1)N1CCCN(c2cc(-c3ccc(Br)cc3)[nH]n2)CC1,22µM*,-24%,-11%,32µM*,?,?,5
COc1cccc(COC2CN(C(=O)CCn3nccc3C)CC(=O)N(Cc3ccccn3)C2)c1 (centres undefined),10%,-21%,-6%,i,i,?,18
Cn1nc(C(=O)N2CCN(c3ccc(Cl)cc3)CC2)c2c1-c1ccccc1S(=O)(=O)C2,/,-1%,/,/,/,-1%,1
CCc1ccccc1NC(=O)CN(C)C(=O)C1CCN(c2cnn(Cc3ccccc3)c(=O)c2)C1 (centres undefined),?,1%,9%,-21%,i,-19%,16
Cc1cccc(N2CCN(S(=O)(=O)c3cc(Br)cc4c3N(C(=O)C3CC3)CC4)CC2C)c1 (centres undefined),/,-1%,/,/,/,-12%,8
CNC(=O)[C@@H]1CN(C(=O)CCc2nc3ccccc3s2)C[C@H]1c1nc(C)no1,-3%,6%,7%,-2%,-4%,-3%,33
Cc1ccc(CNC(=O)c2ccc3c(c2)N(Cc2cccc(C)c2)C(=O)CS3)cc1,/,8%,/,/,/,-1%,-2
CCn1cc(S(=O)(=O)N2CCCC(c3nnnn3-c3ccccc3)C2)cn1 (centres undefined),-17%,-13%,3%,-24%,-5%,-29%,-15
N#Cc1cccc(C(=O)NC2CCN(C(=O)N3CC4CC(C3)[C@H]3CCCC(=O)N3C4)CC2)c1 (some centres undefined),14%,1%,5%,i,i,-4%,2
CCCNC(=O)Cn1ccn2nc(-c3ccccc3)c(CO)c2c1=O,-1%,8%,-1%,-20%,3%,1%,7
O=C(Cc1c[nH]c(=O)[nH]c1=O)N1C[C@@H](CN2CCOCC2)[C@@H](CO)C1,2%,3%,9%,-3%,i,12%,0
CCc1nncn1C1CCN(S(=O)(=O)c2cc(C)ccc2C)CC1,-4%,9%,0%,-11%,i,10%,11
Cc1ccc(C(=O)N2CCc3sc(C(=O)NCc4ccc(F)cc4)cc3C2)cc1,-10%,9%,-1%,-22%,0%,1%,-1
Cc1ccc(NC(=O)N2CC(N(Cc3cccnc3)S(C)(=O)=O)C2)cc1C,0%,1%,-7%,-10%,5%,9%,1
O=C(c1cnco1)N1CCc2nn(CC3CC3)c(=O)n2CC1,-5%,0%,3%,-4%,-7%,-2%,4
O=C(Cn1ccn(-c2ccc(F)c(F)c2)c(=O)c1=O)NCCc1ccccc1,/,-6%,/,/,/,-4%,-12
CN1CCN(C(=O)[C@@H]2CCC[C@@H](NCc3cnn(C)c3)CN(C)C(=O)C2)CC1,i,-7%[87.6 µM],-2%[172 µM],-19%[138 µM],2%[88.5 µM],2%[87.6 µM],1
O=C(Cn1cc(SCc2ccc(F)cc2)c2ccccc21)N1CCCCC1,/,-10%,/,/,/,64%[activator],14
COC(=O)CC[C@H]1CNC(=O)[C@@H]2[C@@H](CCN2S(C)(=O)=O)N1C,5%[172 µM],3%[87.6 µM],2%[172 µM],-14%[174 µM],-2%[88.5 µM],0%[87.6 µM],16
O=C(c1ccc2ccccc2n1)N1CCc2nnc(CCc3ccccc3)n2CC1,0%,-9%,0%,-11%,?,10%,-6
